Screens: PubChem BioAssay, several laboratories
JNK3 inh: JNK3 kinase activity inhibitors, primary screen, biochemical, human, purified enzyme. HTS. inhibition, % at 8 µM. actives 0.61% (n = 60,000). Mitogen-activated protein kinase 10 (Homo sapiens), P53779; in the data active means inhibition above about 17%;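 further: 0% = DMSO and 100% = reference inhibitor; many of its hits are not listed in these tables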
FXIa inh mix: FXIa protease inhibitors in compound pools, primary screen, biochemical, 10-compound mixtures; Coagulation factor XI (Homo sapiens), P03951; AID 680, 2007; inhibition, % at 5 µM; actives 0.19% (n = 62,000); purified FXIa, fluorogenic substrate, pooled mixtures;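 further: each value is inhibition by a whole ten-compound pool holding the compound; 0% = enzyme with no mixture and 100% = wells lacking enzyme; strong numbers were not always called active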
CatG inh: human cathepsin G inhibitors, primary screen, biochemical, pooled compound mixtures, AMC fluorescence; purified enzyme, AMC-tetrapeptide fluorescence; inhibition, % at 5 µM (by protocol); actives 0.2% (n = 62,000); AID 581, 2007;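 active means inhibition above 20% in each of the two mixture wells holding the compound; inactive means inhibition of 20% or less in either well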;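 further: 0% = enzyme control without mixture and 100% = blank lacking enzyme; strong numbers were not always called active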
Target sequence (P08311 21-244 limits assumed): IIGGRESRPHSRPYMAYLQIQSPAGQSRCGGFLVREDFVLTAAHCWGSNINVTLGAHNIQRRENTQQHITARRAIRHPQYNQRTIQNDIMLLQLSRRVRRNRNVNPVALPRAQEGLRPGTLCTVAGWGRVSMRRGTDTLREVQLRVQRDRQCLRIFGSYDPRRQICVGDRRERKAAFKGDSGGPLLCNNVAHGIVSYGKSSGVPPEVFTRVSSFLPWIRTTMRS
PKA kinase inh: inhibitors of human PKA kinase activity, primary screen, biochemical, ATP-depletion luminescence, Kemptide substrate. AID 524, 2006. inhibition, % at 6 µM. cAMP-dependent protein kinase catalytic subunit alpha (Homo sapiens), P17612. actives 0.1% (n = 65,000). PKA Kemptide phosphorylation, Kinase-Glo ATP luminescence;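 active means inhibition above the screen-wide mean inhibition plus 3 SD, cut at about 21% in these data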; further: many of its hits are not listed in these tables
C1s inh: complement C1s protease inhibitors, primary screen, biochemical, 10-compound mixtures. actives 0.16% (n = 62,000). purified C1s, fluorogenic AMC substrate, pooled mixtures. Complement C1s subcomponent (Homo sapiens), P09871. mean inhibition % of two 10-compound mixtures (active compounds read high), % at 5 µM (by protocol);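 active means inhibition above 20% in each of the two 10-compound mixture wells holding the compound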;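 further: 0% = enzyme wells lacking compound mixture and 100% = no-enzyme blank wells; some compounds called inactive have numbers as strong as hits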
Target sequence (P09871 16-437 limits assumed): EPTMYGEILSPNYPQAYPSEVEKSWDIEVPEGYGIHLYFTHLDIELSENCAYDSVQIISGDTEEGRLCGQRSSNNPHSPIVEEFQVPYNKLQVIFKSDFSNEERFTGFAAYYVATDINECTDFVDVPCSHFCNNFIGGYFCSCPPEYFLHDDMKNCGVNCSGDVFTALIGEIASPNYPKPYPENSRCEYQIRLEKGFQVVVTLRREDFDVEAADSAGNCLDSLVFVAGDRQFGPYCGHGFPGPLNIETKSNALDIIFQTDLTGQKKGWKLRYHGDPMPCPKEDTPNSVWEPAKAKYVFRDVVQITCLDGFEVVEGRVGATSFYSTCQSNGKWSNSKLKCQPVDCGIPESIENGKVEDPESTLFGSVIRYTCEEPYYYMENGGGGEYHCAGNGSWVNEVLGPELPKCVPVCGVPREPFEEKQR
Target sequence (P09871 438-688 limits assumed): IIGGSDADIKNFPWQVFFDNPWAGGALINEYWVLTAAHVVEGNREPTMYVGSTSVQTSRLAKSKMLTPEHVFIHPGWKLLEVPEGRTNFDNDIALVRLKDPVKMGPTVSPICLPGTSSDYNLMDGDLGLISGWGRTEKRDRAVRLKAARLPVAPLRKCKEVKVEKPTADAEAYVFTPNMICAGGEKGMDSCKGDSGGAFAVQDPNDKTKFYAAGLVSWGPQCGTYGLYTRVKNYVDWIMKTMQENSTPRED
CatS block: inhibitors of human cathepsin S, biochemical, compound mixtures | inhibition, %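 (tested at 5 µM per compound within 10-compound mixtures)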 | P25774 | actives 0.06% (n = 62,000) | recombinant cathepsin S, AMC dipeptide fluorescence, pooled mixtures; in the data active means inhibition above about 32%, passing the limit was not always enough;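 further: 0% = enzyme without compound and 100% = blank without enzyme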
CatL inh: inhibitors of human cathepsin L, biochemical; Procathepsin L (Homo sapiens), P07711; purified cathepsin L, fluorogenic substrate, fluorescence; inhibition, %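 (tested at 10 µM)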; actives 0.17% (n = 58,000); in the data active means inhibition above about 45%;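 further: 0% = enzyme with no compound and 100% = no enzyme blank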
ROCK2 blocker: inhibitors of human ROCK2 kinase, primary screen, biochemical, high-throughput, luminescence; purified ROCK2, Kinase-Glo ATP depletion luminescence; actives 0.35% (n = 60,000); Rho-associated protein kinase 2 (Homo sapiens), O75116; AID 604, 2007; inhibition, % at 6 µM;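 active means inhibition above the screen-wide mean inhibition plus 3 SD, cut at about 18% in these data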;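 further: plate controls were DMSO wells for no effect and Y-27632 control wells after no-enzyme background subtraction for full effect; many of its hits are not listed in these tables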
FXIIa inh mix: human factor XIIa inhibitors, primary screen, biochemical, pooled compound mixtures, fluorogenic substrate. inhibition, % at 5 µM. Coagulation factor XII (Homo sapiens), P00748. purified FXIIa. actives 0.2% (n = 62,000). AID 684, 2007;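 further: 0% = enzyme without compound and 100% = no enzyme blank; some results filed as inactive read as strong as hits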
An asterisk follows results filed as active; . = not tested or not shown. Unless noted, no stated cut-off is given here; in the data, active means inhibition above about 20% (passing the limit was not always enough); inactive means the rest.

SMILES	JNK3 inh	FXIa inh mix	CatG inh	PKA kinase inh	C1s inh	CatS block	CatL inh	ROCK2 blocker	FXIIa inh mix
CCCCN(CC)CCNC(=O)Cn1cnc2sc(C)c(S(=O)(=O)N3CCOCC3)c2c1=O	.	10	9	6	13	-2	4	.	-1
COC1(OC)N=C(NC(=O)Nc2ccccc2)C2(C#N)C(c3ccccc3)C12C#N (centres undefined)	0	5	-4	2	3	13	18	4	6
Clc1c(CSc2nc3ccccc3o2)nc2sccn12	.	4	-38	1	-18	6	33	.	1
Cc1ccc(SCCNC(=O)C(CO)(CO)CO)cc1	0	4	-11	7	-41	-4	-5	6	1
CC1CCCC(C)N1C(=O)COC(=O)c1ccc2c(c1)OCO2 (centres undefined)	-1	7	9	3	11	-4	12	2	6
CCCNS(=O)(=O)c1ccc(OCC(=O)NCc2ccc3c(c2)OCO3)cc1	-8	3	2	9	5	3	1	4	7
COc1ccc(/C=N/O)cc1COc1ccc(NC(C)=O)cc1	-2	-34	-21	-7	-20	-18	5	-1	-13
CC1CCCCC1NC(=O)c1nnc(Cc2ccc(Cl)cc2)o1 (centres undefined)	-2	-3	8	10	-4	-2	.	6	3
Nc1ccc(NC(=O)c2cccs2)c(Cl)c1	-4	-9	-10	3	-27	2	.	-3	5
CC(C)COc1ccc(-c2nnn(CC(=O)N3CCCC3)n2)cc1	-8	2	12	13	-5	14	7	1	14
CCCC(=O)Nc1nn(C)c2nc3c(C)cccc3cc12	-3	-2	9	8	3	17	-11	2	2
Fc1ccc(-c2nnc(Cc3nnc(-c4ccc(F)cc4)o3)o2)cc1	1	13	13	-2	-1	13	9	4	-16
Cc1sc(-n2cccc2)c(C(=O)O)c1C	3	18	24	12	28	4	7	5	4
COc1ccccc1Nc1nc(-c2cccs2)cs1	0	5	10	-2	58*	24	11	0	2
O=C1CCCC/C1=C\Nc1ccccc1C(=O)O	-2	0	-7	-2	-18	18	19	11	-15
COC(=O)c1[nH]c2ccc(C)cc2c1NC(=O)CCN1CCN(Cc2ccc3c(c2)OCO3)CC1	-1	1	-4	1	-6	-5	-1	6	1
CS(=O)(=O)Nc1ccc(C(=O)NCc2ccc3c(c2)OCO3)cc1	4	0	2	10	5	3	-4	10	-16
COC(=O)c1ccc(COc2ccc3c4c(c(=O)oc3c2)CCC4)o1	2	-2	10	10	2	-4	-28	10	2
CCC(C)NC(=O)C(Cc1ccccc1)n1cccc1 (centres undefined)	-4	2	10	7	46	9	16	4	10
CCc1cc(C(=O)Cc2ccc(F)cc2)c(O)cc1O	-6	18	7	0	-1	6	.	-2	17
CCCn1c(NC(=O)c2cccc(S(=O)(=O)N3CCCC3)c2)nc2ccccc21	5	-3	-1	12	-13	9	-2	32*	-8
CCOc1ccc(S(=O)(=O)n2cnc3cc(C)c(C)cc32)cc1	-4	5	1	-1	-32	4	8	-2	0
COc1ccc(C(=O)NC(=O)N2CCCCC2)cc1	4	5	2	1	-1	0	-3	5	1
COCCCn1c(SCC(=O)Nc2ccc(C(=O)OC)cc2)nc2ccccc2c1=O	-1	10	.	6	1	-6	5	0	4
Cc1cccc(-c2nc(CS(=O)CC(=O)NCCCSC3CCCCC3)c(C)o2)c1 (centres undefined)	-2	4	7	1	0	1	-1	-2	-2
CCn1c(=O)cc(SCC(=O)NCc2cccnc2)c2ccccc21	-5	7	10	8	10	2	1	5	-1
CCOC(=O)c1c(-c2ccc(C)o2)csc1N	-2	7	1	12	4	9	16	6	3
COc1ccccc1N1CCN(C(=O)c2cc3n(n2)C(C(F)(F)F)CC(c2ccco2)N3)CC1 (centres undefined)	-1	6	0	6	-3	-5	-6	4	-15
CCn1nc(CC(=O)Nc2nnc(CC(=O)N3CCCCC3)s2)c2ccccc2c1=O	.	5	6	8	12	1	11	.	-27
O=C(c1cc2nc(-c3ccco3)cc(C(F)(F)F)n2n1)N1CCN(c2ccccn2)CC1	5	0	3	2	-3	-3	-4	3	1
Cc1ccc(S(=O)(=O)N(CC(O)CN(C)C)c2ccccc2)cc1 (centres undefined)	-7	3	-14	6	-200	-7	-5	11	12
O=c1[nH]c(-c2cccs2)nc2ccccc12	8	-6	5	4	-6	3	-13	3	2
COc1ccc(CN(CCCN2CCOCC2)C(=O)Nc2cccc(Cl)c2)cc1OC	-2	-1	8	9	-3	1	13	4	-5
CCn1cc(C(=O)OCC(=O)OC2CC(C)CCC2C(C)C)c(=O)c2ccc(C)nc21 (centres undefined)	-3	5	0	3	0	9	-2	-2	9
CCOC(=O)C(NC(C)=O)(N1CCc2ccccc2C1)C(F)(F)F (centres undefined)	2	5	4	-3	-3	6	3	-2	8
CCCc1cc(-c2[nH]ncc2-c2ccc(C(=O)OCC)o2)c(O)cc1O	5	5	8	9	7	-8	-14	6	-19

Reformatted: entries from further up.
Compound,JNK3 inh,FXIa inh mix,CatG inh,PKA kinase inh,C1s inh,CatS block,CatL inh,ROCK2 blocker,FXIIa inh mix
CCCn1c(NC(=O)c2cccc(S(=O)(=O)N3CCCC3)c2)nc2ccccc21,5,-3,-1,12,-13,9,-2,32*,-8
CCOc1ccc(S(=O)(=O)n2cnc3cc(C)c(C)cc32)cc1,-4,5,1,-1,-32,4,8,-2,0
COc1ccc(C(=O)NC(=O)N2CCCCC2)cc1,4,5,2,1,-1,0,-3,5,1
COCCCn1c(SCC(=O)Nc2ccc(C(=O)OC)cc2)nc2ccccc2c1=O,-1,10,.,6,1,-6,5,0,4
Cc1cccc(-c2nc(CS(=O)CC(=O)NCCCSC3CCCCC3)c(C)o2)c1 (centres undefined),-2,4,7,1,0,1,-1,-2,-2
CCn1c(=O)cc(SCC(=O)NCc2cccnc2)c2ccccc21,-5,7,10,8,10,2,1,5,-1
CCOC(=O)c1c(-c2ccc(C)o2)csc1N,-2,7,1,12,4,9,16,6,3
COc1ccccc1N1CCN(C(=O)c2cc3n(n2)C(C(F)(F)F)CC(c2ccco2)N3)CC1 (centres undefined),-1,6,0,6,-3,-5,-6,4,-15
CCn1nc(CC(=O)Nc2nnc(CC(=O)N3CCCCC3)s2)c2ccccc2c1=O,.,5,6,8,12,1,11,.,-27
O=C(c1cc2nc(-c3ccco3)cc(C(F)(F)F)n2n1)N1CCN(c2ccccn2)CC1,5,0,3,2,-3,-3,-4,3,1
Cc1ccc(S(=O)(=O)N(CC(O)CN(C)C)c2ccccc2)cc1 (centres undefined),-7,3,-14,6,-200,-7,-5,11,12
O=c1[nH]c(-c2cccs2)nc2ccccc12,8,-6,5,4,-6,3,-13,3,2
COc1ccc(CN(CCCN2CCOCC2)C(=O)Nc2cccc(Cl)c2)cc1OC,-2,-1,8,9,-3,1,13,4,-5
CCn1cc(C(=O)OCC(=O)OC2CC(C)CCC2C(C)C)c(=O)c2ccc(C)nc21 (centres undefined),-3,5,0,3,0,9,-2,-2,9

Profiles from above. Values in the order: JNK3 inh, FXIa inh mix, CatG inh, PKA kinase inh, C1s inh, CatS block, CatL inh, ROCK2 blocker, FXIIa inh mix
COc1ccccc1N1CCN(C(=O)c2cc3n(n2)C(C(F)(F)F)CC(c2ccco2)N3)CC1 (centres undefined) reads -1, 6, 0, 6, -3, -5, -6, 4, -15
O=C(c1cc2nc(-c3ccco3)cc(C(F)(F)F)n2n1)N1CCN(c2ccccn2)CC1 reads 5, 0, 3, 2, -3, -3, -4, 3, 1
COc1ccc(CN(CCCN2CCOCC2)C(=O)Nc2cccc(Cl)c2)cc1OC reads -2, -1, 8, 9, -3, 1, 13, 4, -5

(list continues)
SMILES	JNK3 inh	FXIa inh mix	CatG inh	PKA kinase inh	C1s inh	CatS block	CatL inh	ROCK2 blocker	FXIIa inh mix
CCn1c(C)nc2cc(S(=O)(=O)N3CCCCC3)ccc21	-4	2	11	-4	10	11	7	-1	5
O=C(CCCOc1ccccc1)Nc1ccncc1	-6	-15	1	30*	-42	-3	11	33*	0
Cc1cc2nc(NC3=NCN(Cc4cccnc4)CN3)nc(C)c2cc1C	5	8	-2	7	-15	-4	22	2	6
Cc1cc(C(=O)N2CCCCCC2)cs1	0	0	11	6	4	7	14	4	6
Cc1cc(C)n(-c2nnc(C)n2N)n1	-3	-10	11	4	-6	10	14	6	11
COc1cccc(C(=O)N(c2ccc(OC)cc2OC)C2C=CS(=O)(=O)C2)c1 (centres undefined)	3	0	15	8	21	10	19	3	4
CCOC(=O)N1CCN(C(=O)CS(=O)(=O)c2cn(Cc3ccc(F)cc3)c3ccccc23)CC1	3	5	8	0	7	3	10	-7	23
O=S(=O)(c1ccc(S(=O)(=O)N2CCN(C/C=C/c3ccccc3)CC2)cc1)N1CCCC1	-9	-1	9	0	-2	-4	2	-2	6
CCc1nc2oc(C(=O)c3ccccc3)c(N)c2c2c1COC(C)(C)C2	7	5	6	9	-7	10	1	6	2
COc1ccc2nc(NC(=O)c3cccc(OCc4c(C)noc4C)c3)sc2c1	3	-12	5	11	-11	-1	-6	13	3
O=C(CCN1C(=O)c2ccccc2C1=O)N1CCN(c2ccccc2)CC1	-4	-1	-2	4	-2	-4	-3	-2	4
O=C(C1CCCN1S(=O)(=O)c1cccc2cccnc12)N1CCn2c1nc1ccccc12 (centres undefined)	-5	-38	-24	5	-86	-25	-9	0	-6
Cc1cccc(C(=O)N2CCN(Cc3ccc4c(c3)OCO4)CC2)c1	-3	7	2	8	3	-1	-1	9	7
COCCCNC(=O)CS(=O)(=O)Cc1nc(-c2ccccc2C)oc1C	1	6	-3	-2	-4	-5	.	-4	3
Nc1c(C(=O)NC2CCCCC2)nsc1C(=O)OCC(=O)NC1CCCCC1	2	0	11	1	12	9	7	11	-2
Cc1nnc(SCC(=O)NCCOc2ccc(Cl)cc2)n1-c1ccccc1	3	7	6	-1	12	-12	-20	4	5
COc1ccc(Cn2nnnc2C(c2ccccc2)N2CCN(C3CCCC3)CC2)cc1 (centres undefined)	6	3	-1	6	2	-2	1	1	10
Cc1cccn2c(=O)c3cc(C(=O)NC(C)c4ccccc4)c(=N)n(CCCn4ccnc4)c3nc12 (centres undefined)	-4	-17	-15	7	-102	-15	-207	2	9
COC(=O)CSc1nnc(-c2ccc(S(=O)(=O)NCc3cccs3)cc2)o1	-3	4	11	9	13	3	11	4	3
CCC(C)NS(=O)(=O)c1ccc(S(=O)(=O)Nc2cc3c(cc2C(C)=O)OCO3)cc1 (centres undefined)	5	11	10	2	7	11	2	2	9
O=C(CCN1C(=O)c2ccccc2C1=O)N1CCN(Cc2ccccc2)CC1	.	4	9	.	-2	2	2	.	-12
CC(=O)N1CCN(c2ccc(S(=O)(=O)N3CCCCC3)cn2)CC1	-8	-19	-4	6	-31	-11	9	0	23
CN1CCN(CCCNC(=O)Cn2nc(-c3ccccc3)ccc2=O)CC1	1	14	54	8	27	-8	-10	2	7
Cc1onc(-c2c(F)cccc2Cl)c1C(=O)Nc1nnc(C2CC2)s1	-4	10	-28	-8	-169	-26	-6	-6	4
COc1ccc(C2(C(=O)Nc3ccc(C(=O)N4CCOCC4)cc3)CCOCC2)cc1	-1	-19	-19	6	-49	-18	-4	6	1
CSc1nsc(SC)c1NC(=O)N1CCCC1	8	1	8	8	5	3	18	5	-1
